Source: PubChem BioAssay (Sanford-Burnham Center for Chemical Genomics)
H9c2 TAG inh: inhibitors of triacylglycerol accumulation. H9c2 cells, Nile Red lipid (TAG) fluorescence; cells loaded with 200 µM oleic acid. inhibition, % at 12.5 µM. 0.66% of 230,000 active;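 active = pattern-corrected inhibition of lipid staining of at least 50% with the nuclear-stain viability signal not falling by more than 50%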;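 note: 0% = DMSO wells and 100% = triacsin C control wells; some results filed as inactive read as strong as hits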
H9c2 TAG inh DAPI viability: second read-out of H9c2 TAG inh, no call of its own (marks repeat the call); DAPI nuclei signal change (viability), lower = more cytotoxic, %;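 whole-well DAPI fluorescence read on a plate reader as a viability signal; minus 50 percent equals half of cells still viable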
Active calls of the source: *. These rows are one share of the data. The share of hits here may be higher or lower than overall.

SMILES	H9c2 TAG inh	H9c2 TAG inh DAPI viability
COc1ccc(NC(=O)COc2ccc(N(C)S(=O)(=O)c3ccc(Cl)cc3)cc2)cc1OC	-26	-7
CNC(=O)CN1C(=O)c2ccccc2S1(=O)=O	15	0
Cc1n[nH]c(C)c1CCNCc1ccc(OCC(O)CN2CCCCC2)cc1 (stereo unspecified)	5	9
Cc1cccc(NC(=O)C(c2cccc([N+](=O)[O-])c2)N2CCCCC2)c1 (stereo unspecified)	-32	-2
COc1ccc(NC(=O)CN(C)C(=O)COc2ccccc2Cc2ccccc2)cc1	4	-2
CC(=O)Nc1ccc(C(=O)NNC(=O)CCCCC(=O)NNC(=O)c2ccc(NC(C)=O)cc2)cc1	-6	3
CC(C)CN1C(=O)c2ccc(NC(=O)c3ccco3)cc2C1=O	2	-2
OC(COc1ccc2ccccc2c1Cl)CN1CCOCC1 (stereo unspecified)	8	-8
C=C(C)CNC(=S)N/N=C/c1ccccc1OCC(=O)O	5	-2
Cc1cc(/C=C(/C#N)c2nc3ccccc3[nH]2)c(C)n1-c1cc(C(=O)O)cc(C(=O)O)c1	-5	-7
COCCN(C(=O)c1ccc(C)c(S(=O)(=O)N2CCOCC2)c1)c1c(N)n(CC(C)C)c(=O)[nH]c1=O	13	0
CCC(C(=O)Nc1cc(OC)c(NC(=O)c2ccccc2)cc1OC)c1ccccc1 (stereo unspecified)	-35	1
COC(=O)c1ccc(NC(=O)[C@H](C)NC(N)=O)cc1	-4	5
c1ccc(C2CC(c3cccs3)=NN2c2ccccc2)cc1 (stereo unspecified)	-7	173
COc1ccc(NC(C)=O)c([N+](=O)[O-])c1[N+](=O)[O-]	19	-3
COC(=O)c1sccc1NC(=O)CSc1ccccc1N	1	-5
CCOC(=O)N1CCC2(CC1)C(C#N)=C(N)OC1=C2C(=O)CC(C)C1 (stereo unspecified)	5	-12
O=C(CSc1nnc(-c2ccccc2Br)o1)Nc1nncs1	-36	1
CCNC(=O)N1CCCC(C(=O)c2ccc(OC)c(OC)c2)C1 (stereo unspecified)	5	-4
CNC(=O)C1(c2ccccc2)CCCCC1	4	-5

Single records, as listed above. Values in the order: H9c2 TAG inh, H9c2 TAG inh DAPI viability
CC(=O)Nc1ccc(C(=O)NNC(=O)CCCCC(=O)NNC(=O)c2ccc(NC(C)=O)cc2)cc1 across the screens: -6, 3
COc1ccc(NC(C)=O)c([N+](=O)[O-])c1[N+](=O)[O-] across the screens: 19, -3
COC(=O)c1ccc(NC(=O)[C@H](C)NC(N)=O)cc1 across the screens: -4, 5
Cc1cc(/C=C(/C#N)c2nc3ccccc3[nH]2)c(C)n1-c1cc(C(=O)O)cc(C(=O)O)c1 across the screens: -5, -7
Cc1n[nH]c(C)c1CCNCc1ccc(OCC(O)CN2CCCCC2)cc1 (stereo unspecified) across the screens: 5, 9

Additional structures:
SMILES	H9c2 TAG inh	H9c2 TAG inh DAPI viability
O=c1c2c([nH]c3ccccc13)CCCCC2	1	-3
O=S(=O)(Nc1cccnc1)c1ccc(C2CCCCC2)cc1	-15	-3
O=C1C=C(c2cccc3c2Oc2ccccc2S3)C[C@@H](c2ccc(Cl)cc2)C1	-1	1
COc1cc(Cl)ccc1OCc1cc(C(=O)N2C[C@H]3CC[C@H]2C3)no1	23	-9
O=c1c(Oc2ccccc2Br)c(C(F)(F)F)oc2c(CN3CCCC3)c(O)ccc12	-47	6
C[C@H]1CN([C@@H](C)CO)C(=O)CCCn2nncc2CO[C@@H]1CN(C)C(=O)c1ccc2ccn(C)c2c1	0	-2
O=C(NCc1ccccc1Cl)c1ccc(S(=O)(=O)N2CCCC2)cc1	8	-12
O=C(Nc1cccc2ccccc12)C(=O)C1C(=O)Nc2ccccc21 (stereo unspecified)	-3	5
O=C(O)C(=Cc1ccccc1[N+](=O)[O-])c1ccc2c(c1)OCO2	8	-6
CCS(=O)(=O)c1ccc2c(c1)N(S(=O)(=O)c1ccccc1)CC(C(=O)O)O2 (stereo unspecified)	-8	4
CC1C(=O)N2CCCc3cc(S(=O)(=O)Nc4ccccc4F)cc1c32 (stereo unspecified)	11	-3
CN(CCc1cn[nH]c1)Cc1nc(Cc2ccccc2F)no1	0	-5
CC1CCCCN1C(=O)COC(=O)c1cc([N+](=O)[O-])ccc1N1CCOCC1 (stereo unspecified)	16	4
O=C(Nc1ccc2nc(-c3cccs3)[nH]c2c1)c1ccco1	20	-3
CC(NC(=O)c1cc(Br)cs1)C1CCCO1 (stereo unspecified)	-15	5
O=C1C(Cl)=C(NS(=O)(=O)c2ccc([N+](=O)[O-])cc2)C(=O)c2ccccc21	13	6
CC1(C(=O)NS(=O)(=O)c2ccccc2Cl)CCN1C(=O)CC1CCCC1 (stereo unspecified)	3	4
COc1cccc(-c2nc(CS(=O)(=O)CC(=O)N3CCN(C4CCCCC4)CC3)c(C)o2)c1	1	1
CCc1cc2c(=O)n(CCCOC)c(SCC(=O)Nc3oc(C)c4c(C)n[nH]c(=O)c34)nc2s1	-13	-1
CSc1nnc2c(n1)OC=Nc1ccc(Br)cc1-2	5	-4

Grouped by structure: the entries above containing a furan ring, fused or not
SMILES	H9c2 TAG inh	H9c2 TAG inh DAPI viability
CC(C)CN1C(=O)c2ccc(NC(=O)c3ccco3)cc2C1=O	2	-2
O=C(Nc1ccc2nc(-c3cccs3)[nH]c2c1)c1ccco1	20	-3
CCc1cc2c(=O)n(CCCOC)c(SCC(=O)Nc3oc(C)c4c(C)n[nH]c(=O)c34)nc2s1	-13	-1

An excerpt of these results, field by field:
C[C@H]1CN([C@@H](C)CO)C(=O)CCCn2nncc2CO[C@@H]1CN(C)C(=O)c1ccc2ccn(C)c2c1
  H9c2 TAG inh = 0 | H9c2 TAG inh DAPI viability = -2

O=C(NCc1ccccc1Cl)c1ccc(S(=O)(=O)N2CCCC2)cc1
  H9c2 TAG inh = 8 | H9c2 TAG inh DAPI viability = -12

O=C(Nc1cccc2ccccc12)C(=O)C1C(=O)Nc2ccccc21 (stereo unspecified)
  H9c2 TAG inh = -3 | H9c2 TAG inh DAPI viability = 5

Remaining list, next part.
SMILES	H9c2 TAG inh	H9c2 TAG inh DAPI viability
COC(=O)c1cccc(NC(=O)Cn2nnc3ccccc32)c1	-14	-8
CCCCN(C(=O)c1cccc(-n2cnnn2)c1)c1c(N)n(CC(C)C)c(=O)[nH]c1=O	-2	0
Cc1ccc(S(=O)(=O)C(C#N)c2nc3ccccc3nc2N2CCC(C)CC2)cc1 (stereo unspecified)	25	-1
O=C(COC(=O)c1ccccc1F)Nc1ccc2c(c1)OCCO2	-2	1
CSc1ncc2c(n1)-c1cc(C)ccc1SC2	-8	16
Cc1cc(-n2c(SCCC#N)nnc2-c2cccnc2)ccc1Cl	7	0
COc1ccc(/C=C(\C#N)C(=O)OCC(=O)NC2CC2)cc1	0	1
Cc1ccc(CNC(=O)c2ccc(N3CCC4(CC3)CC(c3cccc(Br)c3)=NO4)c(NC(=O)c3ccc(Cl)c([N+](=O)[O-])c3)c2)cc1	2	9
CC(=O)c1c(N2CCN(Cc3ccccc3)CC2)nc(=S)n(-c2ccccc2)c1C	0	0
Cc1ccccc1C(=O)NC1CC2CCC(C1)N2Cc1ccccc1 (stereo unspecified)	24	4
Cn1nnnc1SCC(=O)Nc1ccc(Br)cc1Br	13	0
CCn1c(SCC(=O)Nc2ccccc2-c2ccccc2)nnc1-c1ccoc1C	28	-12
CCNC(=O)COC(=O)c1ccc(S(=O)(=O)N2CCCCCC2)cc1	-7	-4
CC(C)NC(=O)CCn1c(=S)oc2ccccc21	2	-10
CN(C(=O)CSc1nnc(-c2ccncc2)n1-c1ccccc1)C1CCS(=O)(=O)C1 (stereo unspecified)	6	-6
Cc1ccc(NS(=O)(=O)c2cc(C(=O)O)ccc2Cl)c(C)c1	-6	-3
c1ccc(CSc2nc3ncccn3n2)cc1	15	-4
Cc1ccccc1Cn1c(=O)[nH]c2ccccc21	7	-10
CN(Cc1ccccc1)c1ncc(C=O)s1	11	-2
CC1CCc2c(sc(/N=C/c3cccnc3)c2C(N)=O)C1 (stereo unspecified)	9	3
CCOC(=O)c1ccc(NC(=O)CCn2c(=O)oc3ccccc32)cc1	7	0
CCN(CC)C(=O)Cn1c(=O)n(CCCC(=O)NCc2ccccc2)c(=O)c2sccc21	-5	3
CN(C)S(=O)(=O)c1cccn1-c1ncc(C(F)(F)F)cc1Cl	-42	5
C[C@]12CC[C@@H]3c4ccc(O)cc4CC[C@H]3[C@@H]1CC[C@@H]2OC(=O)CCC(=O)O	11	1
CNc1cccc(-c2ccccc2C(C)=O)n1	-3	3
CC1=C(C(=O)N2CCCC(CCC(=O)NCc3ccccc3F)C2)OCCO1 (stereo unspecified)	-18	0
CC(C)(C)NC(=O)CCc1nnc(Cc2c[nH]c3ccccc23)o1	-4	2
CCC(C)c1ccccc1NC(=O)C(C)OC(=O)CN1C(=O)NC(C)(C)C1=O (stereo unspecified)	-6	5
Cc1noc(C)c1COC(=O)c1ccc(F)c(S(=O)(=O)N2CCCCC2)c1	-14	-8
COc1cc(/C=N\NC(=O)c2ccc(Cn3nc([N+](=O)[O-])c(Cl)c3C)o2)ccc1O	2	-5
C=CC[C@H](CC(=O)N[C@H](CO)Cc1ccccc1)C(=O)N[C@@H](COC(=O)[C@@H](CC=C)CC(=O)OC(C)(C)C)Cc1c[nH]c2ccccc12	16	2
O=C1OC=NC1=Cc1ccccc1	0	2
O[C@@H]1CN(Cc2ccccc2Cl)CC[C@H]1N1CCOCC1	-8	2
NS(=O)(=O)c1ccc(CCNC(=O)c2ccco2)cc1	5	-4
COc1ccc(NC(=O)C2CCC(CNS(=O)(=O)c3cccs3)CC2)cc1OC (stereo unspecified)	2	-11
Cc1ccc(C)c(S(=O)(=O)NCC(c2ccco2)N2CCc3ccccc3C2)c1 (stereo unspecified)	-8	-2
COC(=O)c1ccc(Oc2nc(N(C)C)nc(N3CCOCC3)n2)cc1	-5	0
CC1(C)CC(=O)C(C2C3=C(CC(C)(C)CC3=O)Oc3ccc4ccccc4c32)C(=O)C1 (stereo unspecified)	7	-15
CSc1cccc(NS(=O)(=O)c2ccc3c(c2)oc(=O)n3C)c1	-21	-9
CCOc1ccc(N)cc1OC	-1	-2
CCOC(=O)C(=O)/C(=C\N(C)C)c1onc(-c2ccccc2Cl)c1C(=O)OC	7	-2
CN(C(=O)CSc1nnc(-c2ccco2)n1Cc1ccccc1)C1CCS(=O)(=O)C1 (stereo unspecified)	8	3
CCOC(=O)C1=NNC2C(=O)N(Cc3ccccc3)C(=O)C12 (stereo unspecified)	12	-3
O=C1CSC(=S)N1N=Cc1ccc(Cl)cc1Cl	6	1
CN(C)c1ccc(-c2noc(-c3ccccc3O)n2)cc1	7	11
O=C(O)c1cc(=O)[nH]c2c(Cl)cccc12	12	-3
O=C(Oc1ccccc1C(=O)N1CCOCC1)c1cccc(Br)c1	-17	4
O=C(CCN1C(=O)NC2(CCCC2)C1=O)Nc1cccc(S(=O)(=O)N2CCOCC2)c1	-3	1
COCCCNC(=O)c1c(NC(=O)C2COc3ccccc3O2)sc2c1CCCC2 (stereo unspecified)	12	-2
Cc1ccc([N+](=O)[O-])cc1Nc1nc(N2CCOCC2)nc(N2CCOCC2)n1	5	7
CCOc1ccc(-c2cnc3n2CCC3)cc1	7	0
O=C(O)c1cc(S(=O)(=O)Nc2ccccc2C(=O)O)ccc1O	2	-6
CCN(CC)S(=O)(=O)c1cccc(C(=O)N[C@H](C(=O)OCC(=O)NC(=O)NC)C(C)C)c1	-16	20
CCCC(C(=O)Nc1ccc(S(=O)(=O)N2CCOCC2)cc1)c1ccccc1 (stereo unspecified)	-6	-4
Cc1ccc(Sc2ncnc3onc(C)c23)cc1	11	-6
CCOc1ccc(/C(O)=C2/C(=O)C(=O)N(CCCN3CCOCC3)C2c2ccc(C)cc2)cc1C (stereo unspecified)	13	2
O=C1NC[C@H](c2ccccc2)N(CCC23CC4CC(CC(C4)C2)C3)C1=O	-7	-1
Cc1ccc(S(=O)(=O)NC(=O)Nc2ccc(N(C)C)cc2)cc1	60*	-21*
O=C(Nc1cc(S(=O)(=O)N2CCOCC2)ccc1N1CCCCC1)c1ccc(Cl)cc1	0	3
CCn1c(COc2ccc3c(c2)OCO3)nnc1SCC(=O)c1ccc(Cl)cc1	-7	-3

Next compounds.
SMILES	H9c2 TAG inh	H9c2 TAG inh DAPI viability
O=C(c1cccc(S(=O)(=O)N2CCOCC2)c1)N1CCN(S(=O)(=O)c2cccs2)CC1	1	2
Cc1c(C(=O)NCc2ccccc2)oc2c1C(=O)CCC2	-5	-4
CCN(CC)C(=O)CSc1nnc(-c2cccnc2)n1Cc1ccccc1	-2	2
Cc1sc2ncn(CC(=O)Nc3ccccc3F)c(=O)c2c1-c1ccccc1	-10	6
CCOc1cc(NC(=S)NCCCN2CCOCC2)c(OCC)cc1NC(=O)c1cccs1	4	-3
Nc1ccc2nc(COc3ccccc3)[nH]c2c1	-2	-5
COc1ccc([C@@H]2OC2(C(N)=O)C(N)=O)cc1	3	0
CCOc1ccc(-c2cc(C(=O)N/N=C(\C)c3cccnc3)c3ccccc3n2)c(OCC)c1	-15	2
COc1ccccc1NC(=O)c1ccccc1NC(=O)c1ccccn1	9	-46
CC(NC(=O)COC(=O)c1ccccc1F)C1CC2CCC1C2 (stereo unspecified)	15	11
O=C(CN(c1ccc(F)cc1)S(=O)(=O)c1ccc2c(c1)OCCO2)Nc1ccccc1	5	-7
COc1ccc(C(=O)Nn2cnc3scc(-c4cccs4)c3c2=O)c(O)c1	6	-4
CC(C)NC(=O)C1(C)CCN1C(=O)C1(c2ccccc2)CC1 (stereo unspecified)	-8	6
CCCCc1nnc2c(N(C)S(=O)(=O)c3ccc(C)cc3)nc3ccccc3n12	-11	-5
OCCOCCN1CCN(C(=S)Nc2ccccc2)CC1	-1	9
COc1ccccc1C1CC(=O)Oc2cc(O)ccc21 (stereo unspecified)	-1	-2
CCOC(=O)C1CCN(C(=O)c2ccc(S(=O)(=O)Nc3ccccc3Cl)cc2)CC1	-6	14
Cc1ccc2[nH]c3c(Cl)ncnc3c2c1	-7	8
COc1ccc(N2C(=O)CCC2(C#N)c2ccc(Br)cc2)cc1 (stereo unspecified)	-18	19
O=C(CSc1nnc(-c2ccncc2)n1Cc1ccco1)Nc1cccc(O)c1	14	-16
